MmCpn inh = Inhibitors of TCP-1 ring complex (TRiC) of Methanococcus maripaludis (MmCpn): qHTS; purified Mm-Cpn ATPase, ADP Transcreener TR-FRET; Chaperonin Mm-Cpn (Methanococcus maripaludis); 330,000 compounds, 0.031% hits; Potency, µM (doses to about 76.9 µM), for inactives: at the highest dose activity, negative = inhibition, actives largely listed as inhibitors; also: potency is read from the fitted curve at half-maximal effect; % is scaled to controls: 0 for no effect and ±100 for the full control effect; nearly all actives have a fitted effect of over 80% in size
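TR-FRET (320 nm excitation; 590 and 665 nm emission) reports ADP made from 10 uM ATP by 25 nM enzyme; compounds were preincubated 10 min, reaction run 30 min, both at 37°C.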
EPAC2 antagonist = qHTS for Antagonist of cAMP-regulated guanine nucleotide exchange factor 2 (EPAC2): primary screen | EPAC2 GEF exchange of Rap1B-BODIPY-GDP, fluorescence | Rap guanine nucleotide exchange factor 4 (Homo sapiens), Q8WZA2 | 360,000 compounds, 0.18% hits | Potency, µM (series often up to 114 µM), for the others: at the highest dose activity, negative = inhibition, actives largely listed as inhibitors; also: potency is read from the fitted curve at half-maximal effect; % is scaled to controls: 0 for no effect and ±100 for the full control effect; nearly all actives have a fitted effect of over 45% in size; many of its hits are not listed in these tables
Target sequence (Q8WZA2 whole entry, looked up): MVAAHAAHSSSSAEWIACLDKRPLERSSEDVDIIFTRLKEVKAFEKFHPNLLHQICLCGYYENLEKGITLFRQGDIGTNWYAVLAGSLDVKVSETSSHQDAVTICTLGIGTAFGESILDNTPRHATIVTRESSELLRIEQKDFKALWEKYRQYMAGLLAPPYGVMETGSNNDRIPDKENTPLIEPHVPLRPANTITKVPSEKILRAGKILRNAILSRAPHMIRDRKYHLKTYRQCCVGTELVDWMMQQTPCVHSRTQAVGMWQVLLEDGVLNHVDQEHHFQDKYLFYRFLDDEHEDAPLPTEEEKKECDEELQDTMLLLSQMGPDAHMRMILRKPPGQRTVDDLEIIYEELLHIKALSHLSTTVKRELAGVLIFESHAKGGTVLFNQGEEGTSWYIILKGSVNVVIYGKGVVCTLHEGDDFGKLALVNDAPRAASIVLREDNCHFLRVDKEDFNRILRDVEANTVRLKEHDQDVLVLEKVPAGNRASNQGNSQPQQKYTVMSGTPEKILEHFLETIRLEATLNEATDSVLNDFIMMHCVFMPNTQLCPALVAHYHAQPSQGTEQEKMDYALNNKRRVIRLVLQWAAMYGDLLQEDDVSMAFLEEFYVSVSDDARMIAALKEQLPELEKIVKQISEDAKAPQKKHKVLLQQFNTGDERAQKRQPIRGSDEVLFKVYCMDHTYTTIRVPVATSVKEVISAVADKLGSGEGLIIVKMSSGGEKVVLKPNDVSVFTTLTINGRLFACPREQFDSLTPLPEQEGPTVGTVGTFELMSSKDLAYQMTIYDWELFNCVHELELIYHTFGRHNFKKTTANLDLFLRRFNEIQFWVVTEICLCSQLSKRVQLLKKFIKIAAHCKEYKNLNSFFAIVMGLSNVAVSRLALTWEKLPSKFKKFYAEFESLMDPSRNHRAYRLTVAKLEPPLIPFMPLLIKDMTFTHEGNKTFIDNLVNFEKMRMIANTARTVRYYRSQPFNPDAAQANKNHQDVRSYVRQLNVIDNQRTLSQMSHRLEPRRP
pAkt inh = HTS Assay for Inhibitors of Akt Phophorylation: Primary Screen; Neuro2A IGF-stimulated pAkt S473 HTRF, 20 min; stronger effect = lower value; activity change, % for hits at 50 µM; AID 651550, 2012; 360,000 compounds, 0.32% hits; in the data active = activity change below about -80%; inconclusive = mostly about -51% to -80%; also: % is scaled to controls: 0 for no effect and ±100 for the full control effect
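Neuro2A cells (4,500/well, DMEM with 0.5% FBS) were treated with compound at a single 50 µM final concentration, stimulated with 6 nM IGF for 20 min at 37 °C, and lysed. Phospho-Akt Ser473 was read by HTRF as 665/615 ratio ×10^4.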
EPAC2 ag = qHTS for Agonist of cAMP-regulated guanine nucleotide exchange factor 4 (EPAC2): primary screen. 360,000 compounds, 0.079% hits. EPAC2 activation, biochemical qHTS; response scale: 100% = 6.5 mM cAMP response. Rap guanine nucleotide exchange factor 4 (Homo sapiens), Q8WZA2. Potency, µM (titrated, usually from 154 µM), for inactives: top-dose activation, actives largely listed as activators; also: potency is read from the fitted curve at half-maximal effect; nearly all actives have a fitted effect of over 50% in size
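qHTS, titration series. 100 nM EPAC2 / 250 nM Rap1B-BODIPY-GDP / 50 uM GDP; RT; ex 480/em 540 nm, 5-min reads to 30 min. Norm. to 6.5 mM cAMP = activation.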
CCT chaperon mod = High-Throughput Screening for Modulators of Cytosolic Chaperonin Activity. AID 651819, 2012. activity change, % (no concentration beside the values), hits read low. purified chaperonin ATPase assay, HTRF ADP detection, 30 min. 360,000 compounds, 0.3% hits; in the data active = activity change below about -30%; also: % is scaled to controls: 0 for no effect and ±100 for the full control effect
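Enzyme 40 or 20 nM (batch-dependent) in Tris pH 7.4/KCl/MgCl2/DTT; cpd 76 uM single point; ATP 10 uM; 30 min 37 °C; Transcreener ADP HTRF detection, 30 min RT; ratio 665/615.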
Nrf2 activator = qHTS of Nrf2 Activators | AREc32 ARE-luciferase reporter (MCF7-derived line), luminescence, 24 h | Potency, µM (highest dose often 46.1 µM), inactives show top-dose activation, most hits filed as activators | 410,000 compounds, 0.31% hits | AID 624171, 2012; also: potency is read from the fitted curve at half-maximal effect; % of control where 0% means no effect; nearly all actives have a fitted effect of over 65% in size
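Reporter line AREc32 (ARE-Fluc), seeded overnight in OPTI-MEM with 5% FBS; compound pin-transferred, 24 hr at 37 deg C, 5% CO2; luminescent read-out.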
TGFb inhibitor = qHTS for Inhibitors of TGF-b; Potency, µM (titrated, usually from 46.1 µM), for inactives: at the highest dose activity, negative = inhibition, actives largely listed as inhibitors; HepG2 CAGA-GFP TGF-b/SMAD3 reporter, GFP fluorescence, 18 h; TGF-beta stimulated, 500 pg/mL final; 410,000 compounds, 1.2% hits; also: potency is read from the fitted curve at half-maximal effect; % is scaled to controls: 0 for no effect and ±100 for the full control effect; nearly all actives have a fitted effect of over 65% in size
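HEPG2 CAGA-GFP, 1000 cells/well; 2 h settle, 37 C; cpd via pin tool; TGF-b 500 pg/mL final; 18 h, 37 C; GFP imaging ex488/em500-530; %Activity normalised to -TGF-b and +DMSO controls; CRC fit, curve class.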
Nrf2 inh = Nrf2 qHTS screen for inhibitors | A549 ARE-Fluc reporter, luciferase luminescence, 18-24 h | Potency, µM (top dose mostly 46 µM), for inactives: at the highest dose activity change, negative = inhibition, actives largely listed as inhibitors | 360,000 compounds, 2.1% hits; also: potency is read from the fitted curve at half-maximal effect; % is scaled to controls: 0 for no effect and ±100 for the full control effect; nearly all actives have a fitted effect of over 60% in size
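Nrf2 activity is the BugLite luminescence, read 15 min after reagent at room temperature, following CellTiter-Fluor cytotoxicity readout (30 min, 37C). Compound titrations were applied for 18-24 h to 5000 A549 ARE_Fluc cells/well in 5% FBS OPTI-MEM.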
A549 viability = Nrf2 qHTS screen for inhibitors: counterscreen for cytotoxicity. 390,000 compounds, 0.16% hits. A549 ARE-Fluc cells, CellTiter-Fluor viability, 18-24 h. Potency, µM (titrated, usually from 46 µM), without a hit: at the top dose activity change, negative = cytotoxicity, actives largely listed as inhibitors; also: potency is read from the fitted curve at half-maximal effect; % is scaled to controls: 0 for no effect and ±100 for the full control effect
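Cytotoxicity counterscreen: CellTiter-Fluor fluorescence was measured in A549 ARE_Fluc cells after 18-24 h of compound exposure in a concentration series. The subsequent BugLite luminescent read reports ARE-luciferase activity.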
Numbers without * were called inactive; i = inactive; ? = inconclusive; · = no result given. Unless noted, calls follow the shape of the dose curve; as a rule, active = well fitted curve in the direction sought with a large enough effect; inconclusive = small, poorly fitted or top-dose-only effect, or another doubt; inactive = no such curve, though single readings can be large; an effect the other way counts as inactive or inconclusive. A portion of the library; the hit share may differ from the screen's.

entry	smiles	MmCpn inh	EPAC2 antagonist	pAkt inh	EPAC2 ag	CCT chaperon mod
1	Cc1nn(CC(=O)Nc2ccc(Br)cc2F)c(=O)c2cccn12	2%	2%	i	-1%	-13
2	CCOc1ccc(Br)cc1S(=O)(=O)Nc1ccc(C(=O)OCC(=O)N(C)c2ccccc2)cc1	1%	-5%	i	-6%	0.2
3	Cc1cccc(C(=O)N2CC3(C)CC2CC(C)(C)C3)c1 (stereo not given)	-2%	13%	i	4%	-1.3
4	CC(C)C[C@H]1CN([C@@H](Cc2ccc(O)cc2)CN2CCC[C@H]2CN2C(=O)C(=O)NC[C@@H]2Cc2ccccc2)C(=O)C(=O)N1CCc1ccccc1	·	-1%	i	10%	0.5
5	COc1ccc(-c2nc(CS(=O)CC(=O)NCc3ccccc3OC)c(C)o2)cc1 (stereo not given)	·	·	·	·	·
6	N#Cc1ccsc1NC(=O)CN1CCN(Cc2ccccc2)CC1	-7%	-1%	i	8%	-2.6
7	CCn1nccc1NC(=O)c1csc([C@H]2C[C@H](O)[C@@H](CO)O2)n1	·	2%	i	8%	-0.5
8	Cc1ccc(NC(=O)C(c2ccccc2)c2ccccc2)c(O)c1	0%	-10%	i	23%	1.5

entry	Nrf2 activator	TGFb inhibitor	Nrf2 inh	A549 viability
1	0.3%	-5%	-5%	-2%
2	-0.1%	2%	4%	-2%
3	-0.5%	-16%	11%	-8%
4	-0.9%	·	·	·
5	0.0%	-4%	2%	13%
6	-0.8%	-4%	-6%	-6%
7	-0.4%	-3%	·	·
8	0.6%	16µM*	5%	1%

Entries by screen from above.
MmCpn inh for nos. 1–8: 2%, 1%, -2%, ·, ·, -7%, ·, 0%

Further entries
entry	smiles	MmCpn inh	EPAC2 antagonist	pAkt inh	EPAC2 ag	CCT chaperon mod
9	Cc1nc(-c2ccncc2)sc1C(=O)Nc1ccc(Cl)cc1	-1%	0%	i	1%	-0.7
10	CC1CC(C)CN(C(=O)CCCn2c(=S)[nH]c3ccccc3c2=O)C1 (stereo not given)	0%	7%	i	8%	0.4
11	CC(C)=CCC/C(C)=C/C=N/NC(=O)c1cccc([N+](=O)[O-])c1	0%	-5%	i	-3%	1.6
12	CC[C@]12c3[nH]c4cc(CCC(=O)N(C)C)ccc4c3CCN1C(=O)[C@@H](CC(=O)NCCC1=CCCCC1)C[C@@H]2C(=O)N1CCN(C(=O)c2ccco2)CC1	1%	2%	i	2%	0.5
13	CCC(C(=O)NCC1CCCO1)N(C(=O)c1snc(C(N)=O)c1N)c1ccc(Cl)cc1 (stereo not given)	2%	1%	i	8%	-2.9
14	Cc1ccc(S(=O)(=O)c2c(N)n(Cc3ccco3)c3nc4ccccc4nc23)cc1	?	-3%	i	21%	-1.0
15	O=C(Cc1nnc(NC(=O)Nc2ccc(F)cc2)s1)NCc1ccccc1	0%	-3%	i	6%	0.9
16	CCCNC(=O)C(Cc1ccccc1F)NC(=O)c1ccc(C#N)cc1 (stereo not given)	-1%	9%	i	-11%	-1.5

entry	Nrf2 activator	TGFb inhibitor	Nrf2 inh	A549 viability
9	2.2%	1%	?	1%
10	0.0%	-33%	-18%	·
11	-0.6%	-6%	11%	7%
12	16%	-2%	2%	-5%
13	-0.5%	-1%	-19%	-12%
14	3.3%	-8%	18µM*	·
15	1.6%	-1%	14%	-7%
16	0.3%	7%	5%	0%

Ordered by the number under MmCpn inh (descending): some entries from above
entry | Compound | MmCpn inh | EPAC2 antagonist | pAkt inh | EPAC2 ag | CCT chaperon mod
12 | CC[C@]12c3[nH]c4cc(CCC(=O)N(C)C)ccc4c3CCN1C(=O)[C@@H](CC(=O)NCCC1=CCCCC1)C[C@@H]2C(=O)N1CCN(C(=O)c2ccco2)CC1 | 1% | 2% | i | 2% | 0.5
11 | CC(C)=CCC/C(C)=C/C=N/NC(=O)c1cccc([N+](=O)[O-])c1 | 0% | -5% | i | -3% | 1.6
6 | N#Cc1ccsc1NC(=O)CN1CCN(Cc2ccccc2)CC1 | -7% | -1% | i | 8% | -2.6

The listing continues.
entry	smiles	MmCpn inh	EPAC2 antagonist	pAkt inh	EPAC2 ag	CCT chaperon mod
17	CCN(CC(=O)NC(=O)NCc1ccccc1)CC(=O)Nc1cc(Cl)ccc1C	0%	-13%	i	9%	0.9
18	COc1cc(/C=C/C(=O)c2ccc(O)cc2)ccc1OCC#N	-2%	-10%	i	8%	-0.3
19	CC1C(=O)N2CCCc3cc(NS(=O)(=O)c4ccccc4)cc1c32 (stereo not given)	1%	8%	i	-6%	-2.0
20	Cc1ccc(NC(=O)N2CCC(O)(c3cccnc3)CC2)cc1	-1%	0%	i	5%	-6.2
21	O=C(NCc1ccccc1Cl)[C@H]1CCCN1C(=O)[C@H]1CCCN1C(=O)c1ccc(Cl)cc1	·	2%	i	5%	0.1
22	O=C(NCc1ccccc1)[C@@H]1CSC2c3ccccc3C(=O)N21 (stereo not given in full)	1%	3%	i	8%	-2.0
23	Cc1cc(NC(=O)CN2C(=O)N(C)C3(CCCCC3)C2=O)ccc1Br	0%	-10%	i	13%	-4.4
24	CSc1ccc(C2(O)Cc3cccc[n+]3C2c2ccccc2)cc1 (stereo not given)	-3%	19%	i	8%	-3.0

entry	Nrf2 activator	TGFb inhibitor	Nrf2 inh	A549 viability
17	4.0%	-17%	-7%	-3%
18	?	?	26µM*	?
19	0.8%	20%	-18%	-4%
20	0.1%	-3%	4%	-7%
21	-0.5%	·	·	·
22	-0.5%	-4%	0%	3%
23	0.6%	2%	-6%	-11%
24	-0.1%	10%	-8%	1%

(next part)
entry	smiles	MmCpn inh	EPAC2 antagonist	pAkt inh	EPAC2 ag	CCT chaperon mod
25	Cc1cc(C(=O)NNC(=O)C(CCC(N)=O)NS(=O)(=O)c2ccc(Cl)cc2)c(C)o1 (stereo not given)	-2%	1%	i	10%	-4.7
26	COc1ccc(CC(=O)N(C)Cc2ccc(Cl)cc2)cc1S(=O)(=O)N1CCOCC1	-1%	-6%	i	4%	2.2
27	CCN(CC)c1ccc(NC(=O)/C=C\c2ccccc2Cl)cc1	-24%	-14%	i	8%	-1.6
28	COC(=O)c1ccccc1NC(=O)c1cnn2c(C)cc(C)nc12	0%	3%	i	6%	-1.8
29	COc1ccc(-c2nnc(SCC(=O)O)n2C)cc1OC	-1%	3%	i	-4%	-0.6
30	COc1ccc(C2CC3(CC(C)(C)NC(=O)N3)Oc3cc(O)ccc32)cc1 (stereo not given)	1%	-4%	·	3%	-8.7
31	Cc1nc(-c2ccc(C(F)(F)F)cc2)sc1C(=O)NN	1%	4%	i	-8%	-0.2
32	Cc1ccc(NC2SC(=O)N(Cc3cccc(C(=O)O)c3)C2=O)cc1 (stereo not given)	-1%	-10%	i	2%	0.6

entry	Nrf2 activator	TGFb inhibitor	Nrf2 inh	A549 viability
25	-0.7%	13%	8%	-2%
26	0.3%	14%	?	-4%
27	2.0%	5%	-7%	0%
28	6.0%	-19%	-29%	4%
29	0.6%	-3%	4%	-1%
30	-0.8%	-19%	6%	-10%
31	0.5%	-18%	?	-9%
32	0.0%	?	7%	3%

(listing goes on)
entry	smiles	MmCpn inh	EPAC2 antagonist	pAkt inh	EPAC2 ag	CCT chaperon mod
33	Cc1ccc(-c2nnn3c2nc(Cl)c2ccccc23)cc1	-1%	4%	i	9%	0.8
34	CC1CN(Cc2nc3c(c(=O)n(C)c(=O)n3C)n2Cc2cccc(Cl)c2)CC(C)O1 (stereo not given)	-1%	3%	i	11%	-2.5
35	CCOc1cc(OCC)nc(S(C)(=O)=O)n1	2%	-1%	i	-7%	-3.7
36	CCOc1cc(C(=O)Nc2ncccn2)cc(OCC)c1OCC	2%	8%	i	3%	-0.9
37	O=C(CSc1nnc(-c2ccc(OC(F)F)cc2)o1)NCc1cccs1	1%	5%	i	2%	-0.7
38	COc1ccc(-n2nc(C(=O)NCC(=O)NCc3ccco3)c3ccccc3c2=O)cc1Cl	?	-2%	i	8%	-5.1
39	CCCC1C2C(=O)N(c3ccccc3)C(=O)C2ON1c1ccccc1 (stereo not given)	-2%	4%	i	2%	-4.0
40	CCOC(=O)C1=C(CN(CC)Cc2ccccc2)NC(=O)NC1c1ccc(OC(C)C)cc1 (stereo not given)	·	·	·	·	·
41	COC(=O)c1ccc(NC(=O)CSc2nnc(COc3ccc4c(c3)CCCC4)o2)cc1	-1%	-1%	i	11%	0.1
42	COc1ccc(S(=O)(=O)N2CCOC23CCN(S(=O)(=O)c2ccc(Cl)cc2)CC3)cc1	-3%	5%	i	-1%	-1.9

entry	Nrf2 activator	TGFb inhibitor	Nrf2 inh	A549 viability
33	0.7%	1%	?	-8%
34	-0.6%	-18%	-6%	6%
35	24%	-18%	-20%	-7%
36	-0.6%	0%	4%	-1%
37	-0.6%	0%	·	-5%
38	0.0%	-1%	-11%	-3%
39	-0.3%	2%	2%	-9%
40	0.3%	14µM*	18µM*	?
41	-0.5%	5%	-22%	-4%
42	-0.5%	-2%	-14%	-8%
